# Source: PubChem BioAssay (National Center for Advancing Translational Sciences (NCATS))
# GLS inh – glutaminase GLS (human) inhibition | GLS enzymatic activity, qHTS titration | Potency, µM (series often up to 45.5 µM), without a hit: at the highest dose activity change, negative = inhibition, usual class: inhibitors | actives 0.21% (n = 410,000); note: potency is the fitted concentration of half-maximal effect; % is set by controls: 0 for no effect and ±100 for the full control effect
#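 Assay buffer: 45 mM KH2PO4 pH 8.2, 0.02% Tween-20. hKGA acts on L-glutamine (1 mM solution added); product glutamate is reported by an oxidase/peroxidase Amplex Red coupling, with fluorescence taken at baseline and 30 min.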
# BAZ2B block – blocks human BAZ2B. Q9UIF8. AlphaScreen BAZ2B-H3K14Ac peptide displacement. Potency, µM (doses to about 114 µM), for inactives: top-dose activity change, negative = inhibition, most hits filed as inhibitors. actives 4.4% (n = 360,000). AID 504333; note: potency is the fitted concentration of half-maximal effect; % is set by controls: 0 for no effect and ±100 for the full control effect; nearly all actives have a fitted effect of over 60% in size
#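 Multi-concentration screen (max 110 uM) measuring displacement of acetylated histone H3 peptide from BAZ2B by AlphaScreen, using 50 nM protein, 50 nM peptide and 10 ug/mL streptavidin donor plus Ni-chelate acceptor beads.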
# HP1b chromo inh – HP1-beta chromodomain-methylated histone interaction inhibition | P83916 | AlphaScreen HP1-beta / biotin-H3K9me3 peptide binding | Potency, µM (doses to about 114 µM), inactives show at the highest dose activity change, negative = inhibition, hits mostly inhibitors | actives 0.56% (n = 390,000); note: potency is the fitted concentration of half-maximal effect; nearly all actives have a fitted effect of over 70% in size; inactives centre near 23
#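 AlphaScreen: HP1-beta (50 nM) preformed 30 min with biotin-H3(1-18)K9me3 peptide (50 nM) in PBS pH 7.4, 0.01% Tween-20. Compound added for 30 min at RT, then streptavidin donor/nickel chelate acceptor beads (10 ug/mL) for 30 min.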
# ERG Ets-DNA blk – ERG Ets/DNA interaction inhibition; P11308; fluorescence polarization, His-ERG Ets domain / labelled DNA; Potency, µM (highest dose often 76.9 µM), without a hit: at the highest dose FP activity, negative = inhibition, usual class: inhibitors; actives 0.028% (n = 370,000); AID 624246; active = well fitted inhibition curve with a large enough effect in the polarisation, with a control signal flat; inconclusive = small, poorly fitted or top-dose-only effect, or effect the other way, or a change in a side signal; inactive = no such curve, though single readings can be large or run the other way; the % refers to the polarisation;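 note: polarization taken with two DNA probes labelled with fluorescein and Texas red; potency is the fitted concentration of half-maximal effect; % of control where 0% means no effect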
# Target sequence (P11308 whole entry, looked up, the tested form may be a part): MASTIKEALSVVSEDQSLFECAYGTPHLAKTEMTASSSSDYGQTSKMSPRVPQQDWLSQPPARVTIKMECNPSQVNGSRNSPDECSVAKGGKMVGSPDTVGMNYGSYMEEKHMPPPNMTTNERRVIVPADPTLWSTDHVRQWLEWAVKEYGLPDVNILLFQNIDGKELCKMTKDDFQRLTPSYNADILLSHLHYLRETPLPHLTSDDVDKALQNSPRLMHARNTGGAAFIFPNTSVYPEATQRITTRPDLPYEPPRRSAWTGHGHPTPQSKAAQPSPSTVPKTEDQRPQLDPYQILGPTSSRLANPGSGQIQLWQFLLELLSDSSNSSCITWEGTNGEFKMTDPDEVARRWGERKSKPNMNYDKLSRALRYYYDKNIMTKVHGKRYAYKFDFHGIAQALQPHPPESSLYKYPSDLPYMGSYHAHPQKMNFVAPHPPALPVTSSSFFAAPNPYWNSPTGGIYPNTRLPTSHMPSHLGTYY
#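 His-tagged ERG Ets domain (1 uM in the protein solution; 300mM KCl, 50mM Tris-HCl, 1mM EDTA, 1mM DTT, pH 7.5) received compound, then a probe mix of 5 nM fluorescein-DNA and 100nM Texas-615-DNA. Fluorescence polarization was read for both dyes.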
# JMJD2A Tudor – inhibitors of human JMJD2A Tudor domain. Potency, µM (titrated, usually from 114 µM), for inactives: at the highest dose activity change, negative = inhibition, actives largely listed as inhibitors. actives 4.4% (n = 390,000). O75164. AlphaScreen JMJD2A-Tudor / H3K4me3 peptide binding; note: potency is the fitted concentration of half-maximal effect; % is set by controls: 0 for no effect and ±100 for the full control effect; nearly all actives have a fitted effect of over 50% in size
# Pin1 inhibitor – blocks the human prolyl isomerase Pin1. Potency, µM (series often up to 115 µM), for the others: at the top dose activity, negative = inhibition, actives largely listed as inhibitors. AID 504891. Pin1 FP peptide displacement, HiFluor488, 10 min. actives 0.009% (n = 390,000). Q13526; active = well fitted inhibition curve with a large enough effect in the polarisation, with a control signal flat, not every such curve was filed as active; inconclusive = small, poorly fitted or top-dose-only effect, or effect the other way, or a change in a side signal; inactive = no such curve, though single readings can be large or run the other way; the % refers to the polarisation; note: potency is the fitted concentration of half-maximal effect; % is set by controls: 0 for no effect and ±100 for the full control effect
# Target sequence (Q13526 whole entry, looked up): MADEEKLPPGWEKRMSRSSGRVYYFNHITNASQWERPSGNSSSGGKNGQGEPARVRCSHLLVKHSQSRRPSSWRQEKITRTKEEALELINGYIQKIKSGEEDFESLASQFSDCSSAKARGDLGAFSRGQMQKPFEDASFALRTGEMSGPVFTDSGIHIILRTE
# PI4K2A block – PI4K2A (human) kinase inhibition; AID 1346378; purified PI4K2A, ADP-Glo luminescence, 1 h; hits give low values; actives 0.13% (n = 420,000); Q9BTU6; activity change, negative = inhibition, % at 76.9 µM; in the data active = activity change below about -50%; inconclusive = mostly about -30% to -49%;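 note: -100% = wells without enzyme as full effect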
#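 Compounds are screened against recombinant PI4K2A using PI as substrate and ATP, the latter dispensed at 300 microM. Reactions run one hour at ambient temperature before ADP-Glo detection; full inhibition defined by wells lacking enzyme.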
# Tb PGK inh – inhibitors of T. brucei phosphoglycerate kinase; P07378; PGK/GAPDH coupled, Kinase-Glo luminescence, 60 min; Potency, µM (doses to about 57.5 µM), inactives show at the top dose activity change, negative = inhibition, hits mostly inhibitors; actives 0.043% (n = 380,000); AID 602233; note: potency is the fitted concentration of half-maximal effect; % is set by controls: 0 for no effect and ±100 for the full control effect; nearly all actives have a fitted effect of over 60% in size
# Target sequence (P07378 whole entry, looked up): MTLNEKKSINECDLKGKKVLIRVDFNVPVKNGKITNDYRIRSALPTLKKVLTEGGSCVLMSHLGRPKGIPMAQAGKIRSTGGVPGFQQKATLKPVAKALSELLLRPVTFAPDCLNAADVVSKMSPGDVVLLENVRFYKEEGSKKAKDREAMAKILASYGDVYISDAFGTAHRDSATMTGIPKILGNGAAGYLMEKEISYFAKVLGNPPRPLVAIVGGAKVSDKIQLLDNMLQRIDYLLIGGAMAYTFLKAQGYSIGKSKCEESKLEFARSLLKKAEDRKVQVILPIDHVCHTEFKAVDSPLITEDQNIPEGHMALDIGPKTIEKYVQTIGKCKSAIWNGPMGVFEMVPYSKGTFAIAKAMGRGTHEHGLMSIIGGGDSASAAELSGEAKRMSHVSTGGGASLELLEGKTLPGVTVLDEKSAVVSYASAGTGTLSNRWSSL
#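 Recombinant glycosomal PGK reaction used 1,3-bisphosphoglycerate generated in-well by GAPDH (100nM final) in 100mM TEA pH 7.6, 5mM MgCl2, 0.01% Tween-20. After 60 minutes at room temperature, ATP was read by Kinase-Glo Plus luminescence end-point.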
# G9a block – G9a (human) methyltransferase inhibition. G9a H3K9 monomethylation, AlphaScreen, 2 h. actives 8.8% (n = 350,000). Potency, µM (top dose mostly 102 µM), inactives show at the highest dose activity, negative = inhibition, most hits filed as inhibitors. Q96KQ7; note: potency is the fitted concentration of half-maximal effect; % is set by controls: 0 for no effect and ±100 for the full control effect; nearly all actives have a fitted effect of over 75% in size
#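 G9a (20 nM) preincubated 15 min RT with compounds, then 500 nM biotinylated H3K9 peptide and 20 uM SAM added; 2 h RT reaction. Monomethyl-H3K9 product detected by AlphaScreen with anti-H3K9me1 antibody, streptavidin donor and anti-rabbit IgG acceptor beads.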
# The depositor's hits bear a star; i = inactive; ? = inconclusive; nt = not tested or not shown; & = joins results of further samples; [ ] = another dose, or the depositor's remark. Unless noted, calls come from the whole dose curve; as a rule, active = well fitted curve in the direction sought with a large enough effect; inconclusive = small, poorly fitted or top-dose-only effect, or another doubt; inactive = no such curve, though single readings can be large; an effect the other way counts as inactive or inconclusive.
SMILES,GLS inh,BAZ2B block,HP1b chromo inh,ERG Ets-DNA blk,JMJD2A Tudor,Pin1 inhibitor,PI4K2A block,Tb PGK inh,G9a block
O=C(COC(=O)c1ccc(O)cc1O)NC1CCCCCC1,17%,8%,-1%,7%,-13%,-14%,1,-5%,20%[59 µM]
Cc1cccc(C)c1N1CCN(CCn2c(=S)[nH]c3ccccc3c2=O)CC1,-3%,2%,30%,1%,-14%,5%,2,-8%,nt
CC1=C(C(=O)NC2CC(C)(C)Cc3c2cnn3-c2cccc(F)c2)OCCO1 (centres undefined),19%,-10%,35%,6%,-14%,1%,-2,1%,nt
CCOC(=O)C1CCCN(C(=O)CCNS(=O)(=O)c2ccc3c(c2)CCC(=O)N3)C1 (centres undefined),61%[activator],5%,?,2%,?,8%,-2,-8%,-4%
CCOc1ncccc1C(=O)OCC(=O)Nc1cc(S(=O)(=O)N2CCOCC2)ccc1Cl,-1%,-5%,40%[activator],-1%,-11%,1%,0,-6%,12%
CCCCCCOC(=O)CCc1c(C)nc(N)[nH]c1=O,-7%,-26%,2%,4%,-31%,4%,2,2%,-6%[12.7 µM]
CC(C)(C)c1ccc(Oc2nc3ccccn3c(=O)c2/C=C(\C#N)c2nc3ccccc3[nH]2)cc1,-4%,2%,54%,-4%,0%,?,-3,-2%,6%[59 µM]
COc1cc(OC)cc(C(=O)N2CCN(C3CCCCC3)CC2)c1,2%,?,?,-5%,22µM*,5%,1,-3%,nt
COCCn1c(SCC(=O)c2cccc(OC)c2)nnc1-c1ccco1,17%,16%,27%,-3%,-10%,8%,2,-1%,-11%
O=[N+]([O-])c1ccc(NN=Cc2cccc([N+](=O)[O-])c2)cc1,-20%,nt,-17%,6%,?,1%,1,-11%,nt
Cc1noc(C)c1NC(=O)NCCN1CCN(Cc2ccccc2)CC1,1%,4%,41%,4%,10%,-3%,-8,-3%,-5%
Cc1cc(C(=O)COC(=O)Cc2n[nH]c(=O)c3ccccc23)c(C)n1-c1ccc2c(c1)OCCO2,-2%,-11%,4%,-6%,-31%,10%,-8,i,50µM*
COc1ccc(CCOC(=O)c2ccc(N)c([N+](=O)[O-])c2)cc1,5%,?,-6%,8%,?,-7%,5,-10%,?
COc1ccc(N2CCN(C(=O)c3ccc(C)c(Cl)c3)CC2)cc1,38%[activator],?,-18%,9%,?,-5%,4,-4%,?
O=C(N/N=C\c1ccc(COc2ccc([N+](=O)[O-])cc2)o1)c1ccc(Cl)cc1,12%,-2%,33%,0%,-5%,5%,3,9%,14%
Nc1ccc(-c2nc3ncccc3o2)c(O)c1,12%,-13%,27%,3%,4%,-1%,-2,0%,-3%
O=S(=O)(c1ccccc1)N(CC1CO1)c1ccccc1 (centres undefined),4%,-20%,36%,-1%,-1%[57.1 µM],-5%,9,-8%,24%
COc1ccc(S(=O)(=O)N2CCOCC2)cc1C(=O)N1CCCC1,-2%,-5%,21%,15%,-7%,-1%,3,-4%,1%[12.7 µM]
CCc1ccc(-c2nc(SCC(=O)NCC3CCCO3)c(-c3ccc(F)cc3)[nH]2)cc1 (centres undefined),-8%,-3%,30%,2%,-9%,19%,1,-9%,-19%[59 µM]
Cc1oc(-c2ccc(Cl)cc2)nc1CN1CCCC(C(=O)NCc2ccco2)C1 (centres undefined),-1%,-34%,-2%,3%,?,-12%,0,-3%,?

# Retrieved by compound from the entries so far (3):
SMILES,GLS inh,BAZ2B block,HP1b chromo inh,ERG Ets-DNA blk,JMJD2A Tudor,Pin1 inhibitor,PI4K2A block,Tb PGK inh,G9a block
O=S(=O)(c1ccccc1)N(CC1CO1)c1ccccc1 (centres undefined),4%,-20%,36%,-1%,-1%[57.1 µM],-5%,9,-8%,24%
CCOC(=O)C1CCCN(C(=O)CCNS(=O)(=O)c2ccc3c(c2)CCC(=O)N3)C1 (centres undefined),61%[activator],5%,?,2%,?,8%,-2,-8%,-4%
COCCn1c(SCC(=O)c2cccc(OC)c2)nnc1-c1ccco1,17%,16%,27%,-3%,-10%,8%,2,-1%,-11%

# The listing continues:
SMILES,GLS inh,BAZ2B block,HP1b chromo inh,ERG Ets-DNA blk,JMJD2A Tudor,Pin1 inhibitor,PI4K2A block,Tb PGK inh,G9a block
CCOC(=O)C1CCN(S(=O)(=O)c2cc(F)ccc2OC)CC1,0%,-4%,-19%,14%,-6%,-5%,0,i,11%
COc1ccccc1NC(=O)Cn1nc(-c2ccncc2)nc1SCC(=O)NC1CCCC1,3%,?,21%,-9%,-17%,-2%,0,-8%,-1%[59 µM]
CC(Sc1nnc(-c2ccccc2Br)n1-c1cccc(C(F)(F)F)c1)C(N)=O (centres undefined),-16%,-6%,39%,-3%,-2%,5%,-2,-4%,16%
CCN(C(=O)CSc1nc2ccccc2nc1Cc1cccc(OC)c1)c1cccc(C)c1,?,8%,38%[57 µM],-3%,2%,14%,3,-1%,-7%[59 µM]
CCC(C)N(C(=O)Cn1cnc2c1c(=O)n(C)c(=O)n2C)C1CCS(=O)(=O)C1 (centres undefined),6%,-6%,0%,0%,-14%,?,-3,-4%,-48%
COCC(=O)NNC(=O)c1ccccc1OC,16%,-22%,19%,1%,8%,-2%,4,0%,-41%
O=[N+]([O-])c1ccc(N2CCCCC2)c(Cl)c1N1CCCCC1,2%,?,?,-3%,?,-6%,-2,1%,?
Cc1ccc(CSCC(=O)N2CCN(c3ccc(F)cc3)CC2)cc1,2%&12%,2%&-10%,4%&15%,0%&1%,-16%&-15%,1%&5%,-8&4,1%&-3%,-25%&23%[59 µM]
Cc1ccc(CCNC(=O)C2CC(c3ccccc3[N+](=O)[O-])=NO2)cc1 (centres undefined),7%,2%[57.1 µM],-2%,8%,-23%,-2%,2,i,?
COc1ccc(S(=O)(=O)N2CCOCC2)cc1NC(=O)CSc1nnc(C2CC2)n1C,3%,nt,40%[activator],-1%,-3%,-3%,3,0%,nt
COCCN(C(=S)Nc1cccc(OC)c1)C1CCN(C(C)C)CC1,2%,5%,15%,0%,-14%,0%,0,-24%,-8%[59 µM]
CCOC(=O)c1c(-c2ccccc2)n(C)c2ccc(O)cc12,4%,0%,12%,3%,-29%,-1%,1,2%,17%
COc1ccc(C)cc1-n1c(C)cc(C=O)c1C,-1%,?,-5%,-5%,-18%,-1%,-20,4%,-34%
CC(=O)N1C(O)CC(C)N1c1ccccc1 (centres undefined),9%,-17%,28%,nt,-4%,-3%,-1,2%,1%[59 µM]
O=C(CSc1ccccc1F)NNC(=O)c1cncc(Br)c1,-5%,nt,54%[activator],-3%,13%,20%,-11,-3%,nt
COc1ccc(N=CC2=C(O)CC(c3ccccc3)CC2=O)c(OC)c1 (centres undefined),9%,16%,11%,4%,17%[57.1 µM],21%,-6,i,35%[59 µM]
CCN(C(=S)Nc1cccnc1)c1ccccc1,-10%,-17%,18%,-6%,-3%,0%,-2,-7%,-37%
CCN1CCN(Cc2c(O)ccc3c2O/C(=C\C=C\c2ccccc2OC)C3=O)CC1,-5%,-33%,1%,0%,?,?,-6,i,?
CN(C)CCNc1ncnc2c1cnn2-c1cccc(Cl)c1,6%,-2%,21%,0%,-11%,-2%,-1,-4%,-8%[59 µM]
COc1ccc2c(c1)OC[C@H]1[C@H]2N2C(=O)CNC(=O)[C@@]2(C)[C@H]1c1ccccc1,1%,nt,?,15%,?,-2%,2,1%,nt
Cc1ccc(C(=O)N/C(=C/c2ccc(Cl)cc2)C(=O)N2CCOCC2)cc1,12%,-2%,3%,2%,-9%,-3%,-15,6%,-11%
Cc1cc(Cl)c2ccccc2n1,4%,4%,42%[activator],-3%,0%,-12%,8,5%,-8%[59 µM]
CC(C)(C)c1ccc(C(=O)N2CCC(=O)N(C(CO)Cc3ccccc3)CC2)cc1 (centres undefined),-5%,?,43%[activator],19%,-15%,-8%,-1,i,?
Cc1ccc(C(=O)C(C)OC(=O)c2cc(=O)[nH]c3ccccc23)cc1 (centres undefined),-2%,-23%,14%,5%,-23%,4%,2,i,-23%
O=c1c2oc3ccccc3c2n(Cc2ccc(Cl)cc2)c(=O)n1Cc1ccccc1,-7%,-20%,44%,-1%,1%,5%,-6,i,6%[59 µM]
Cc1ncc([N+](=O)[O-])n1CCOC(=O)c1ccccc1,1%,-7%,19%,-4%,-6%,2%,0,-1%,29%[59 µM]
Cc1ccc(N2C(=O)CC(NNC(=O)c3cccc(S(=O)(=O)N4CCCC4)c3)C2=O)cc1 (centres undefined),39%[activator],10%,37%,3%,-19%,-7%,2,5%,-5%[59 µM]
CCOC(=O)c1ccc(CN(Cc2ccccc2)S(=O)(=O)c2ccc(Cl)cc2)cc1,-25%,47%[activator],84%[activator],0%,45%[activator],54%[activator],-7,-8%,22%[59 µM]
Cc1ccc(C2C(C(=O)c3cccs3)=C(O)C(=O)N2c2ccc(S(N)(=O)=O)cc2)cc1 (centres undefined),1%,-14%,-3%,0%,-25%,?,-4,-1%,nt

# Marked active in G9a block, among the entries above:
SMILES,GLS inh,BAZ2B block,HP1b chromo inh,ERG Ets-DNA blk,JMJD2A Tudor,Pin1 inhibitor,PI4K2A block,Tb PGK inh,G9a block
Cc1cc(C(=O)COC(=O)Cc2n[nH]c(=O)c3ccccc23)c(C)n1-c1ccc2c(c1)OCCO2,-2%,-11%,4%,-6%,-31%,10%,-8,i,50µM*
